ABCB6 inh 2 = inhibitors of human ABC transporter ABCB6. K562-ABCB6 porphyrin accumulation, flow cytometry, 1 h; hits give low values. 360,000 compounds, 0.19% hits. Q9NP58. fluorescence ratio to DMSO, % at 10 µM;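 active = fluorescence ratio to DMSO below 75%, the collection mean minus 3 SD; inconclusive = too few cells collected in the well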;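 also: signal is porphyrin accumulated inside mitochondria; 100% equals median channel fluorescence of DMSO control wells; lower ratio means ABCB6 inhibition with less porphyrin fluorescence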
aDG glyco act = alpha-DG glycosylation activation. Pro5-aDG cells, alpha-DG glycosylation AlphaScreen (IIH6); 0% Pro5, 100% B10-LARGE cell signal. activation, % at 10 µM. AID 624168. 360,000 compounds, 0.22% hits;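 active = activation of at least 8% versus controls, or a plate z-score of at least 8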;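 also: Pro5 are CHO cells carrying HIG-tagged alpha-DG that lacks glycosylation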
CaV13 FRET inh = Primary screen for inhibitors of IQ motif and Ca2+-dependent inactivation inhibitor domain binding in CACNA1D, Förster resonance energy transfer in living cells, … | HEK cells, CFP/YFP FRET ICDI-IQ, plate reader, 10 min; percent FRET-ratio fall versus neutral wells | inhibition, % at 12.3 µM | 340,000 compounds, 0.098% hits | AID 743397;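 active = mean replicate inhibition of at least 30% and at least 1% of replicates passing that level; inconclusive = only one of the two criteria is met; inactive = neither criterion is met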;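 also: 0% = median of the neutral control wells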
hiPSC survival = hiPSC single-cell survival enhancement | 360,000 compounds, 0.044% hits | AID 602274 | survival enhancement, % at 20 µM | ATPlite luminescence; 100% = ROCK inhibitor wells, 0% = DMSO; in the data active = survival enhancement above about 18%;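 also: cells exposed to compounds for 16 hours before the ATP read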
PDI inh = inhibitors of human protein disulfide isomerase | P07237 | PDI insulin aggregation turbidity, A650, 90 min | 350,000 compounds, 0.052% hits | inhibition, % at 10 µM;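 active = mean inhibition across replicates of 30% or more, whatever share of single replicates reach that level; inconclusive = mean inhibition below 30% while every single replicate reaches 30%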;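 also: absorbance from insulin aggregation driven by PDI reduction with DTT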
Target sequence (P07237 whole entry, looked up): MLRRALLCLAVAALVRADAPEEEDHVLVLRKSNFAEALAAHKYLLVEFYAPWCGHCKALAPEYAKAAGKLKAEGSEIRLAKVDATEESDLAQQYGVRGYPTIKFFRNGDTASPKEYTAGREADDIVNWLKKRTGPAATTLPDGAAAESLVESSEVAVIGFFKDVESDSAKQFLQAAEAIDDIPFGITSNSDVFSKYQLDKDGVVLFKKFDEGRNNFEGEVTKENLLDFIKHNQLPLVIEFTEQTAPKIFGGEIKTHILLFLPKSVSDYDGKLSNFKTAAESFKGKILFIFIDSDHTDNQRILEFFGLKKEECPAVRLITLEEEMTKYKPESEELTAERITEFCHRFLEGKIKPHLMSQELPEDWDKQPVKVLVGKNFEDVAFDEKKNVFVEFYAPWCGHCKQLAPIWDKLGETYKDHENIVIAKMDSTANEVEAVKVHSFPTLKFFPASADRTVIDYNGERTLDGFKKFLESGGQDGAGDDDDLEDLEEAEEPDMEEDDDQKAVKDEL
Glyco luc inh = N-linked glycosylation inhibition; D54 ERlucT glycosylation luciferase reporter, 24 h; percent of 100 nM tunicamycin response; reporter increase, % at 12.5 µM; 360,000 compounds, 0.23% hits; AID 588692;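 active = mean luciferase reporter signal, scaled so untreated is 0 and the glycosylation-blocking control 100, at or above a set limit in every replicate; inconclusive = mean reaches the limit but not every replicate does; inactive = mean below the limit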;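 also: luciferase carries N-glycosylation sites so blocking glycosylation raises the light; 0% = median of neutral control wells and 100% = median of 100 nM tunicamycin wells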
m5-HT2A agonist = activates the mouse 5-HT2A serotonin receptor. P35363. activation, % at 7.6 µM. AID 624169. CHO-K1 mHTR2A beta-arrestin complementation, luminescence; percent of 30 µM serotonin response. 360,000 compounds, 0.66% hits;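 active = activation above a run cutoff, the mean activation of all tested compounds plus 3 SD, cut at about 14% in these data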;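 also: 0% = plate median of compound wells and 100% = 30 µM serotonin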
Target sequence (P35363 whole entry, looked up): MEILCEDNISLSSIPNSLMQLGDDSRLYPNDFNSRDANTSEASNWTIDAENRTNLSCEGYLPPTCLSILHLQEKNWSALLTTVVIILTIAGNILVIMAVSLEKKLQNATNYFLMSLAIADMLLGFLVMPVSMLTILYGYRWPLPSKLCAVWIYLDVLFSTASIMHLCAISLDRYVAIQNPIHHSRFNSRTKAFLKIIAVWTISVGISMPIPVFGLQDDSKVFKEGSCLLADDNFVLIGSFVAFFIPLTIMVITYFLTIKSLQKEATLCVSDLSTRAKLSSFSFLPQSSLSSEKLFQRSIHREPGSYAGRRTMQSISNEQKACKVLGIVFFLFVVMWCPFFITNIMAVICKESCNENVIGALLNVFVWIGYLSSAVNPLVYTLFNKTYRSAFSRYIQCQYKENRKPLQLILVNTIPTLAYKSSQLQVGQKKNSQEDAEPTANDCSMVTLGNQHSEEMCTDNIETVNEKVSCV
Exocytosis inh = lytic granule exocytosis inhibition | TALL-104 LAMP-1 surface exposure, flow cytometry; cells stimulated with thapsigargin and PMA | 360,000 compounds, 0.66% hits | AID 651702 | inhibition, % at 10 µM;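 active = inhibition above about 55%, limit read from the data; inconclusive = no clear call, values can overlap the other calls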
Vif imaging = HIV Vif inhibition. HEK293T cells, Vif self-association by quenched fluorescence, imaging, 24 h. inhibition, % at 7.49 µM. 340,000 compounds, 0.35% hits; in the data active = inhibition above about 50%, passing the limit was not always enough; inconclusive = no clear call, values can overlap the other calls; inactive = below about 31%; also: some results filed as inactive read as strong as hits
H9c2 protect = myocardial damage modulation in H9c2 cells; 360,000 compounds, 0.63% hits; protection from H2O2 cell death, % at 20 µM; H9c2 cardiomyocytes, H2O2 injury protection, ATPLite, 2 h;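 active = compounds giving at least 50% protection of heart cells from peroxide-induced death in the single-dose screen, raw or plate-pattern-corrected value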;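 also: 0% = DMSO wells with peroxide and 100% = DMSO wells without peroxide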
Starred values were filed as active, the others as inactive; u = inconclusive; x = not tested or not shown.

SMILES,ABCB6 inh 2,aDG glyco act,CaV13 FRET inh,hiPSC survival,PDI inh,Glyco luc inh,m5-HT2A agonist,Exocytosis inh,Vif imaging,H9c2 protect
CSc1ccccc1NC(=O)COC(=O)c1ccc(O)cc1,96,-0.4,-7,-0.3,-1,2,0,-2,9,-3
CCOc1ccccc1C(=O)NCC(=O)OCC(=O)c1ccc2c(c1)OCCO2,91,0.1,x,1.2,15,-2,-1,-3,31,8
CCS(=O)(=O)Nc1ccc(C(=O)CC2(O)C(=O)Nc3ccccc32)cc1 (stereo not given),99,0.2,-6,-0.7,5,-1,-3,-2,-4,1
Cc1ccc(Cl)cc1NC(=O)CCC(=O)NCc1ccco1,99,0.0,-6,0.2,9,0,6,2,-3,2
O=C(NC1CCN(S(=O)(=O)c2ccccc2)CC1)C1CCCCC1,101,0.0,-7,-0.6,-7,-1,1,-4,x,-4
CN(C)c1cccc(NC(=O)NC2(C)CCS(=O)(=O)C2)c1 (stereo not given),109,0.0,-7,-0.4,2,3,1,-8,-7,0
O=C(c1ccc(COc2ccc(Cl)cc2Cl)o1)N1CCCC1,98,1.2,-10,-0.5,6,5,0,9,2,-1
Cc1[nH]c(=O)sc1C(=O)NCc1ccc([N+](=O)[O-])cc1,99,-0.1,3,-1.2,21,3,-3,6,-1,-1
O=C(COC(=O)c1ccccn1)NCc1cccc(Cl)c1,101,0.0,-4,0.1,2,2,2,-24,-13,-2
Cc1onc(-c2c(F)cccc2Cl)c1C(=O)N1CCN(S(C)(=O)=O)CC1,105,0.1,-9,-1.2,4,-1,2,1,-5,2
CC1CCN(CC(=O)N(C)c2c(N)n(Cc3ccccc3)c(=O)[nH]c2=O)CC1,104,-0.2,-5,3.4,-1,4,-6,2,x,-3
CNc1c(NS(=O)(=O)c2ccc3c(c2)CCCC3)c(=O)oc2ccccc12,98,-0.1,-3,-0.3,8,0,-2,18,-9,1
Cc1n[nH]c(=O)c2c(NC(=O)COC(=O)c3cccc(OC(F)F)c3)oc(C)c12,94,-0.4,-6,-0.2,1,0,6,8,-5,-2
COc1ccccc1CCN1CCCC(CN(C)C(=O)CCC(N)=O)C1 (stereo not given),92,-0.1,-20,0.7,-4,2,5,-2,-3,-1
Cc1c(C(=O)OCC[N+]2(C)CCCCC2)oc2ccccc12,103,0.1,-7,-0.3,8,3,0,-4,x,6
COc1ccc(S(=O)(=O)N(c2onc(C)c2Cl)S(=O)(=O)c2ccc(OC)c(OC)c2)cc1OC,99,-0.3,-5,-2.3,-5,1,3,4,3,0
Cc1nc2c(-c3ccccc3)c(C)nn2c(C)c1CCC(=O)N1CCOCC1,95,0.1,-6,4.0,0,0,0,-2,-2,2
N#Cc1nc(-c2ccccc2)oc1N1CCN(C(=O)c2ccco2)CC1,104,0.3,-6,0.3,0,-1,3,-8,1,1
COc1ccccc1N1CCN(C(=O)c2ccc(-c3nc4ccccc4s3)o2)CC1,99,-0.3,-2,-0.1,4,-1,-6,0,-2,30
CCOC(=O)Cn1c(S(=O)(=O)Cc2ccccc2Cl)nc(-c2ccccc2)c1-c1ccccc1,98,0.7,-8,-3.2,9,-11,0,-1,10,-8
COc1ccc(N(CC(=O)Nc2ccc3c(c2)OCO3)S(=O)(=O)c2ccccc2)c(OC)c1,100,-0.2,-4,-0.9,-5,0,-8,31,3,54*
Cc1cc2nc(SCCOC(=O)Nc3ccccc3)nc(C)c2cc1C,100,0.2,-4,-0.2,-2,0,-3,0,-7,0
CCCCSCCCNC(=O)CCCN1C(=O)c2ccccc2Sc2ncccc21,95,-0.1,-4,-0.4,20,-1,2,11,-8,-6
CC(CC(=O)O)CC(=O)Nc1nncs1 (stereo not given),97,0.0,-6,1.1,2,1,0,-4,14,1
CC1Cc2cc(S(=O)(=O)N3CCCCC3C)ccc2N1C(=O)C1CCC1 (stereo not given),100,0.3,-15,-0.3,-13,0,-1,-2,2,-12
Cc1[nH]c2ccc(C(=O)NC3CCC(C)CC3)cc2c1C (stereo not given),96,1.0,-8,0.0,10,4,-4,1,-4,-7
O=C(Cn1nc(-c2ccccc2)c2ccccc2c1=O)NCC1CCCO1 (stereo not given),95,0.0,x,-0.2,-3,1,-1,3,-5,1
CCN(CCC#N)c1ccc(/C=N/Nc2nc(C)cc(=O)[nH]2)c(C)c1,104,0.7,-5,0.1,-2,2,0,-2,0,6
COc1cccc(/C=C/C(=O)NCCc2ccc3c(c2)OCCO3)c1,96,-0.1,-4,1.5,10,1,-2,-6,4,-2
CCCCc1nc2cc(C(=O)N3CCC(OC)CC3)ccc2o1,98,0.0,-7,0.0,-8,1,-1,-1,11,-2
CC(OC(=O)CCC(=O)c1cccs1)C(=O)Nc1ccccc1[N+](=O)[O-] (stereo not given),82,0.0,-4,-1.2,0,1,0,-4,-4,1
O=C(CSc1ccc(-c2ccccn2)nn1)N1CCCC1,103,0.0,9,0.0,3,3,6,0,-1,13
CC(NC(=O)c1ccc(NC(=O)CC2SC(N3CCCC3)=NC2=O)cc1)c1ccc(S(N)(=O)=O)cc1 (stereo not given),104,0.1,-4,0.3,0,2,9,-2,12,-1
CCOc1cc(N2CCOCC2)c(OCC)cc1NC(=O)COC(=O)CCOc1ccc(C)cc1,100,0.0,-5,-0.6,-3,-1,10,-3,4,-6
C#CCn1cc(/C=N/NC(=O)COc2cccc3cccnc23)c2ccccc21,100,0.1,-18,-0.7,1,-1,-2,-4,-3,4
S=C(Nc1ccc(Cl)cc1)N1CCN(C2CCCCC2)CC1,101,-0.3,-3,6.2,3,3,5,-6,3,-21
COc1ccc(Br)cc1/C=c1\sc2nc(-c3ccco3)nn2c1=O,100,-0.2,-1,-2.4,-2,1,-1,-1,4,6
C(=NOCCc1ccccc1)c1ccccn1,99,-0.1,-11,-0.8,-37,-2,2,2,1,-8
Cc1ccc2c(C)c(C(=O)Nc3c(C)n(C)n(-c4ccccc4)c3=O)oc2c1C,92,0.2,-9,2.1,3,7,17*,-2,1,2
c1ccc(CNC2=NCCCCC2)cc1,87,0.0,x,-0.2,20,4,0,-2,7,-4
CC(=O)Nc1c(C(=O)O)oc2ccccc12,100,0.0,-6,1.0,4,2,-2,13,0,4
COc1ccccc1CCNS(=O)(=O)c1cn(C)c(=O)n(C)c1=O,91,-0.1,-2,-0.3,1,0,0,-2,-6,-4
O=C(CN1CCCCCC1)N/N=C/c1cccs1,102,-0.1,-6,-0.7,1,1,-2,-1,x,2
CN(C(=O)c1ccccc1C(=O)OCC(=O)NCc1ccccc1)C1CCCCC1,96,-0.2,-2,-2.7,2,0,1,0,26,-8
COc1ccc(-c2ccc(OC)c([C@H]3[C@H]4C=CC[C@@H](C)[C@@H]4C(=O)N3Cc3ccccc3)c2)cc1OC,98,-0.1,-10,-1.9,-3,-4,-3,6,5,-15
Cc1ccc(S(=O)(=O)N(C)CC(=O)NCCCn2ccnc2)cc1,61*,-0.2,-7,-0.2,-3,0,-3,-3,24,0
O=C(NCC1CCCN1S(=O)(=O)c1cccs1)C(=O)Nc1ccccc1 (stereo not given),96,0.5,-15,-0.1,-3,0,1,-6,-8,-8
CCOC(=O)N1CCN(S(=O)(=O)c2ccc(C(=O)N(CCN(C)C)c3nc4ccc(Cl)cc4s3)cc2)CC1,96,0.7,-3,-0.3,11,-1,-5,-11,16,-5
O=C1NC[C@@H](CCCCN2CCN(CCc3ccc(O)cc3)C(=O)C2=O)N(CCc2ccc(O)cc2)C1=O,103,-0.2,-7,-0.6,x,x,-2,-5,x,x
COc1ccccc1NC(=O)CSc1nnc(C2CCCCC2)o1,98,-0.2,-4,0.2,0,2,2,0,0,-3
O=C1CSC(=Nc2ccccc2)N1Cc1ccccc1,100,0.3,2,-0.7,-4,-2,-7,-3,12,-8
CCN1CCN(C(=S)Nc2sc(C)c(-c3ccccc3)c2C(=O)OC)CC1,94,0.6,x,-0.1,0,-6,-3,1,-7,-1
CC(=O)NC(=S)Nc1ccc2oc(=O)ccc2c1,102,-0.1,-1,-0.1,-22,0,-2,1,-5,-2
COc1cc2c(cc1OC)C(c1ccccc1)NC(C)(C)C2 (stereo not given),108,0.1,-18,1.8,6,-1,3,-6,4,3
Nc1nc2ccccc2n1CCOc1ccc(Br)cc1,95,0.4,-20,0.0,2,-3,-3,6,-3,-4
Cn1ncc2c1NC(c1ccc(F)cc1)SCC2=O (stereo not given),92,0.0,-16,-0.9,-2,2,2,1,-3,-2
COc1cc(/C=C/C(=O)OCC(=O)NC2CC2)cc(OC)c1OC,92,0.0,-5,-0.3,0,2,-3,5,11,-4
O=C(N/N=C/c1c[nH]c2ccccc12)c1ccccc1O,97,0.1,-5,-0.2,-4,2,-5,-5,7,-11
Cc1ccc(C(=O)N2CCC3(CC2)Oc2ccc(F)cc2C(=O)C32CC(c3ccc(Cl)cc3)=NO2)s1 (stereo not given),95,0.4,-6,1.8,2,-4,-3,-2,0,-7
O=c1oc(-c2cccs2)nc2c1cnn2-c1ccccc1,98,-0.3,-5,-3.1,-4,-3,-1,14,-1,16

(further entries)
SMILES,ABCB6 inh 2,aDG glyco act,CaV13 FRET inh,hiPSC survival,PDI inh,Glyco luc inh,m5-HT2A agonist,Exocytosis inh,Vif imaging,H9c2 protect
COC(=O)Cn1cc(C(=O)C2CC2)c2ccccc21,103,0.1,-5,5.7,-3,0,-2,-1,u,-3
O=C(NC1CCCC1)c1nc2c(nnn2Cc2ccccc2Cl)c(=O)[nH]1,104,-0.1,x,2.6,3,1,7,-3,8,-3
O=C(O)Cc1sc(N/N=C\c2ccncc2)nc1-c1ccccc1,89,0.3,-3,2.4,0,2,3,-1,-12,3
COc1ccc(C(=O)/C=C/c2ccc(N3CCCCC3)c([N+](=O)[O-])c2)c(OC)c1,101,-0.3,-9,5.1,2,2,5,4,4,-6
CC(C)C(NC(=O)C1CCC(C(C)(C)C)CC1)C(=O)NCc1cccnc1 (stereo not given),94,-0.4,x,-0.8,-7,1,-2,0,-6,-2
O=C(O)c1ccc2c(=O)n(Cc3ccccc3)c(SCc3ccc([N+](=O)[O-])cc3)nc2c1,98,0.3,-18,-0.3,2,-1,-3,-6,-9,2
CCN(CC)CCNC(=O)c1cn(CCOC)c(=O)c2c1c1ccccc1n2C,99,0.1,-21,1.3,-8,-2,0,-5,-14,8
COC(=O)c1scc(S(=O)(=O)C(C)(C)C)c1N,91,-0.1,-4,-0.1,-8,1,-6,-2,0,-2
Cc1ccc(NC(=S)N2CCCCCC2)c(C)c1,93,0.3,-5,0.2,0,0,0,0,0,-2

Bioassay records from PubChem BioAssay.
